Screening data (PubChem)
mcGAS lum – blocks mouse cGAS activity; recombinant cGAS, Kinase-Glo ATP depletion luminescence; inhibition, % at 12.5 µM; 0.15% of 160,000 active;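 also: 0% = negative control wells and 100% = reference inhibitor with no enzyme activity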
hcGAS lum – human cGAS inhibition; recombinant h-cGAS, ATP depletion, Kinase-Glo luminescence; inhibition, % at 12.5 µM; 0.081% of 290,000 active; AID 1259398;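 also: 0% = vehicle reaction and 100% = reaction without DNA for no activity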
Target sequence (Q8N884 whole entry, looked up): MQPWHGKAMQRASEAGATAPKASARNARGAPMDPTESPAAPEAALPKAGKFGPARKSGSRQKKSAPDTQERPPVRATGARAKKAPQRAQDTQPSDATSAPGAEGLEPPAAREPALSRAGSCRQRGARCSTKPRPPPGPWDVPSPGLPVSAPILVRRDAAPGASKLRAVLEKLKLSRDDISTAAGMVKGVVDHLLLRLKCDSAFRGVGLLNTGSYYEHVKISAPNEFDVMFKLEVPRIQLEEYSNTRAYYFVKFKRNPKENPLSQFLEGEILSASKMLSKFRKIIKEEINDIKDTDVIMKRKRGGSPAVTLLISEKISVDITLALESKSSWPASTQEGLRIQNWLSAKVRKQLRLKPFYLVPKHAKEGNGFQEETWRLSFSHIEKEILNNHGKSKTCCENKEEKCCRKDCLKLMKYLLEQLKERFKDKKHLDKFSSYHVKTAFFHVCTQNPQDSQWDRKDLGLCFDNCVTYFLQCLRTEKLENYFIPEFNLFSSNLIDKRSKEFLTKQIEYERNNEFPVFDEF
NPYLR7 ag – mosquito NPYLR7 agonism; HEK293T NPYLR7/Galpha15, GCaMP6s calcium fluorescence; activation, % at 10 µM; 0.15% of 270,000 active; AID 1259423; in the data active = activation above about 40%;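 also: 0% = vehicle and 100% = reference agonist at the receptor; some compounds past the cut are filed as inactive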
* marks the source's active call; other numbers are inactive results; . = not tested or not shown; & = joins results of further samples. Rule as the data show it, unless noted: active = inhibition above about 40%; inactive = the rest.

canonical_smiles,mcGAS lum,NPYLR7 ag,hcGAS lum
COc1ccccc1C1NC(=O)N(C)C(C)=C1C(=O)OCCOc1ccccc1 (centres undefined),-8,10,-1
CC(Oc1cccc(-c2ccccc2Cl)c1)C(N)=O (centres undefined),.,3,-3
O=C1NC(=Nc2ccccc2)S/C1=C/c1cccc(OC(=O)c2ccccc2)c1,-4,-10,-6
CCC(CNC(=O)CNC(=O)c1ccc(Br)s1)c1ccccc1 (centres undefined),.,1,1
COc1cccc(NC(=O)CCC(=O)c2ccc(SC)cc2)c1,-7,-9,-2
CC(=O)N1N=C(c2ccc3c(c2)OCO3)CC1c1ccc2nccnc2c1 (centres undefined),-9,0,-7
Cc1nnsc1CN(C)C(=O)CCn1cnc2ccccc21,-8,.,4
N#CCNC(=O)c1c[nH]cc1-c1ccc(F)cc1,.,10,-7
CC(C)c1ccc(CN2CCCC3(CCN(C(=O)c4ccc5nc[nH]c5c4)C3)C2)cc1 (centres undefined),-13,4,-3
CC(=O)C1=C(O)CC(c2ccccc2)CC1=O (centres undefined),.,23,0

Following part
canonical_smiles,mcGAS lum,NPYLR7 ag,hcGAS lum
CCOC(=O)c1c(NC(=O)c2ccco2)c(-c2ccc(OC)c(OC)c2)cn1Cc1ccccc1,3,-11,2
COc1ccc(NC(=O)C2(C)CCN2Cc2ccoc2)cc1OC (centres undefined),.,3,-6
CC(=O)N1CCc2cc(S(=O)(=O)Nc3ccc(Cl)cc3C)ccc21,-6,1,-3
Cc1nn(-c2nc(C)c(C)c(=O)[nH]2)c(C)c1CCC(=O)NCCCOC(C)C,.,5,-8
CCc1cc(Oc2ccc(C)cc2C)nc(SCc2c(F)cccc2F)n1,-4,-1,-5
O=C(c1ccc2ccccc2c1)C1CCCN(C(=O)Nc2cccc(F)c2)C1 (centres undefined),.,-4,-5
CSC(=NS(=O)(=O)c1cccs1)Nc1ccc(F)c(Cl)c1,-4,3,-5
Cc1nnc(Sc2ccc(C#N)cc2[N+](=O)[O-])o1,-3,6,-8
CCc1ccc(NC(=NS(=O)(=O)c2ccc(C)cc2)Nc2nc(C)cc(C)n2)cc1,.,-4,-3
CCCC1(CCC)NC(=O)N(CC(=O)O)C1=O,.,-3,-7

Molecules above containing a furan ring, fused or not (two):
canonical_smiles,mcGAS lum,NPYLR7 ag,hcGAS lum
CCOC(=O)c1c(NC(=O)c2ccco2)c(-c2ccc(OC)c(OC)c2)cn1Cc1ccccc1,3,-11,2
COc1ccc(NC(=O)C2(C)CCN2Cc2ccoc2)cc1OC (centres undefined),.,3,-6

(further entries)
canonical_smiles,mcGAS lum,NPYLR7 ag,hcGAS lum
Cc1nc2sccn2c1C(=O)NCCc1csc(-c2cccnc2)n1,-12,21,-3
CC(C)(C)NC(=O)N1CC(C(=O)N2CCCC2)C(c2ccc(F)cc2)C1 (centres undefined),-5,.,-7
O=C(O)C1CCCN1C(=O)Cc1ccc2ccccc2c1 (centres undefined),.,4,-6
CC(C)N(C(=O)Cn1nc(C2CC2)c2cnn(-c3ccccc3)c2c1=O)C(C)C,.,7,-7
Cc1ccccc1-c1noc(C(C)Oc2cccc(C#N)c2)n1 (centres undefined),-2,-8,0
Cc1cccc(Cn2c(C(=O)N3CCN(C(=O)Nc4cccc(C)c4)C(C)C3)cc3ccoc32)c1 (centres undefined),-5,1,-7
CC(C)NC(=O)CN1CCN(S(=O)(=O)c2cccc(F)c2)CC1,.,3,-1
COCc1cc(C)nc(N/N=C\c2ccc(-c3ccc(Cl)cc3[N+](=O)[O-])o2)c1C#N,-5,1,-4
O=S(=O)(CCOc1ccc(F)cc1)N1CCC2(CCCO2)CC1,-10,5,-6
CC(C)(CCl)C(=O)N1CCC(C(=O)NC2CCCC[C@H]2NC(=O)c2ccc(F)cc2)CC1 (some centres undefined),0,2,3

Other structures follow.
canonical_smiles,mcGAS lum,NPYLR7 ag,hcGAS lum
COc1ccc(-n2ncc3c2CC(C)(C)CC3NC(=O)C2=CC(=O)CC(C)(C)O2)cc1 (centres undefined),-10,5,-7
Cc1nccn1CCN(C)c1nc(C(C)(C)C)nc2c1cnn2C,.,2,-5
CCOC(=O)C(CC)n1cnc2c(nnn2-c2cccc(OC)c2)c1=O (centres undefined),.,0,3
Cc1nn(C)c(C)c1NC(=O)C(C)N1CCc2nn(C)c(=O)cc2C1 (centres undefined),.,4,-3
c1ccc(-c2nnc(SCc3nnc(-c4ccco4)o3)o2)cc1,-6,14,-2
CCOC(=O)c1nn(-c2ccccc2)c(=O)cc1OS(=O)(=O)c1ccc(Cl)s1,.,10,-6
Cc1cc(C)c(NC(=O)CSc2cn(CC(=O)N3CCOCC3)c3ccccc23)c(C)c1,-7,-11,-9
CCCCC(CC)C(=O)NCc1nnc(SCc2ccccc2C)n1-c1cc(Cl)ccc1C (centres undefined),-1,2,2
OCCC1CN(Cc2cnn(-c3ccc(F)cc3)c2)CCN1Cc1ccsc1 (centres undefined),.,4,-8
CC(O)c1cccc(NC(=O)Cc2c(-c3ccccc3)[nH]c3ccccc23)c1 (centres undefined),.,13,-10

Pulled by compound from the entries so far, two records:
canonical_smiles,mcGAS lum,NPYLR7 ag,hcGAS lum
COc1ccc(-n2ncc3c2CC(C)(C)CC3NC(=O)C2=CC(=O)CC(C)(C)O2)cc1 (centres undefined),-10,5,-7
OCCC1CN(Cc2cnn(-c3ccc(F)cc3)c2)CCN1Cc1ccsc1 (centres undefined),.,4,-8

(listing goes on)
canonical_smiles,mcGAS lum,NPYLR7 ag,hcGAS lum
O=C(OCc1cc(-c2ccccc2F)on1)c1cccs1,.,-3,-2
Cc1cc(C(=O)N2CSCC2C(=O)Nc2cccc(F)c2)on1 (centres undefined),2,1&3,-3&1
CC(C)c1ccc(/C=C/C(=O)NC(=S)NN2CCOCC2)cc1,.,1,-6
Cc1cc(NC(=O)COc2ccccc2)n(-c2nc3c(c(=O)[nH]2)CCC3)n1,-1,-4,2
COc1ccc2[nH]c(=O)c(CN3CCC(CNC(C)=O)C3)cc2c1 (centres undefined),-6,3,-1
O=C1CCCN1c1ccc(S(=O)(=O)NCCc2ccccc2)cc1,.,2,-4
CCCCN=C1NS(=O)(=O)c2ccccc21,.,-4,-4
O=C(NC1C=CS(=O)(=O)C1)Oc1ccccc1 (centres undefined),-5,3,-10
O=[N+]([O-])c1ccc(S(=O)(=O)N=C2N=C3C=CC(Cl)=CN3Cc3ccccc32)cc1,.,5,-9
O=C(CCS(=O)(=O)c1ccccc1)Nc1nnc(-c2ccno2)o1,-6,3,-8

Next part (5 carried over from the part before).
canonical_smiles,mcGAS lum,NPYLR7 ag,hcGAS lum
O=C1CCCN1c1ccc(S(=O)(=O)NCCc2ccccc2)cc1,.,2,-4
CCCCN=C1NS(=O)(=O)c2ccccc21,.,-4,-4
O=C(NC1C=CS(=O)(=O)C1)Oc1ccccc1 (centres undefined),-5,3,-10
O=[N+]([O-])c1ccc(S(=O)(=O)N=C2N=C3C=CC(Cl)=CN3Cc3ccccc32)cc1,.,5,-9
O=C(CCS(=O)(=O)c1ccccc1)Nc1nnc(-c2ccno2)o1,-6,3,-8
COc1ccc(OC)c(NC(=O)C2(C)CCN2C(=O)CC2CC2)c1 (centres undefined),.,2,-10
C=CCn1c(N2CCN(c3ccccc3)CC2)nc2c1c(=O)n(C)c(=O)n2C,.,-5,-6
Cc1ccc(C(=O)N2CCC(CCCc3ccccc3)(C(=O)O)CC2)c(=O)[nH]1,.,2,0
Cc1ccn2c(NC(C)(C)CC(C)(C)C)c(-c3ccc(OC(=O)c4ccc(C)c([N+](=O)[O-])c4)cc3)nc2c1,0,-8,-2
Oc1[nH]c2ccccc2c1N=Nc1ccc(F)cc1,.,-1,-6
Cc1cccc(C)c1NC(=O)CC1SC(N2CCCCC2)=NC1=O (centres undefined),-3,6,-4
Cn1c(=O)c2c(-c3ccccc3Cl)c(NCc3ccccc3)oc2n(C)c1=O,-6,-7,-6
COc1ccc(C(=O)N(CC(=O)N2CCc3sccc3C2c2ccccc2C)C2CCCCC2)cc1 (centres undefined),-6,18,-2
Cc1nsc(NC(=O)NCc2cccc(-n3cncn3)c2)n1,-13,2,-9
Cc1ccc(S(=O)(=O)N2CCN(c3cc(C)ccc3C)CC2)cc1,.,-12,4

Next part
canonical_smiles,mcGAS lum,NPYLR7 ag,hcGAS lum
Clc1ccc(/C=C/c2nn3c(-c4cnccn4)nnc3s2)cc1,-6,3,-5
CCOC(=O)c1cnc(-c2cccnc2)nc1NCc1cccc(F)c1F,-5,-7,-5
O=C(O)C1CC=C(Cl)CC1C(=O)Nc1nccs1 (centres undefined),.,6,-4
CCN1CCCCC1CNc1cc(-c2nc(C)no2)ccn1 (centres undefined),.,-7,-2
Cc1nc(Sc2nnc3ccccn23)c2c3c(sc2n1)CCCC3,-7,43*,-3
Cc1nc(C)c(C(=O)N(CC2CCN(CCc3ccccc3C)CC2)C2CCCC2)s1,-8,14,-8
Cc1cc(C)n2c(NC(C)(C)C)c(-c3ccccc3C)nc2c1,-8,3,-3
Cc1ccc(-c2nn(CN3CCOCC3)c(=S)n2C)cc1,.,15,-9
CCCc1ccc(CN2CCC(N3CCCC3=O)CC2)o1,.,6,-5
O=C(Nn1cnc2c(cnn2-c2ccc(F)cc2)c1=O)C1(c2ccc(Cl)cc2)CCCC1,.,6,-8

Additional results:
canonical_smiles,mcGAS lum,NPYLR7 ag,hcGAS lum
CC(C)c1noc(CNC2(c3ccc(F)cc3)CCCC2)n1,-8,-1,-13
O=C(O)c1ccc(N2C(=O)CC(N3CCN(c4cccc(C(F)(F)F)c4)CC3)C2=O)cc1 (centres undefined),-6,-6,-6
O=C(/C=C/c1ccccc1)Oc1cccc(-c2nc3ccc(Br)cn3c2NC2CCCCC2)c1,-15,9,-15
CN1C(C)(C)CC(NC(=O)c2ccn[nH]2)CC1(C)C,-5,.,-7
COc1ccccc1C=CC=NN1CCN(C2c3ccccc3-c3ccccc32)CC1,-4,-1,-4
CC(C)(CO)NCc1ccc(-c2ccc(F)cc2)o1,.,1,-1
CSc1ccc(NC(=O)N2CCOC(Cc3ccc(F)cc3)C2)cc1 (centres undefined),1,-24,-2
O=C(OCc1nc2ccsc2c(=O)[nH]1)c1ccco1,-4,2,-4
COCCN(CC(=O)N(Cc1ccc2c(c1)OCO2)Cc1ccc(C)o1)C(=O)c1ccc(OC)cc1OC,-4,13,-5
O=C(O)C1CCN(c2nccs2)CC1,.,2,0

(listing goes on)
canonical_smiles,mcGAS lum,NPYLR7 ag,hcGAS lum
CCC(=O)NCCCn1nc(-c2ccc(C)cc2)ccc1=O,.,1,4
COc1cccc(-c2ncc(CNC3CCSCC3)s2)c1,-7,4,-5
Cc1nccn1CCC(=O)O,-7,6,-6
Cn1cc(/C=C/C(=O)N2CCc3ccc(NC(=O)c4ccccn4)cc3C2)cn1,.,11,-7
COc1ccc(/C=C/CN2CCCn3cncc3C2)cc1,.,4,-5
CCOc1ccc2nc(N3CCCC(N(C)Cc4ccncc4C)CC3)nc(C)c2c1 (centres undefined),.,3,-8
CCC/C=C/c1cc(N)nc(N2CCCC2)n1,.,-4,-7
C=CCn1c(=NC(=O)CN2C(=O)c3ccccc3C2=O)sc2cc(OCC)ccc21,.,3,1
COCCCN(Cc1cccn1Cc1ccc(C(C)(C)C)cc1)CC(O)CN1CCOCC1 (centres undefined),-5,-1,-3
COCCN(Cc1cccc(OS(=O)(=O)c2ccc(F)cc2)c1)C(=O)c1ccc([N+](=O)[O-])cc1,-6,9,-3

Next section
canonical_smiles,mcGAS lum,NPYLR7 ag,hcGAS lum
Cc1cc(C(=O)CN2C(=O)C(=O)N(Cc3ccco3)C2=O)c(C)n1Cc1ccco1,.,1,-3
CC(NS(=O)(=O)c1ccc(C(N)=O)cc1)c1cc(F)c(Cl)cc1Cl (centres undefined),-16,20,-6
COC(=O)c1ccc(S(=O)(=O)Nc2ccccc2OC(F)F)cc1,.,-4,-1
Cc1sc2nc(C)n(N=CN(C)C)c(=O)c2c1C,.,-6,-7
OCCNc1ccc(-c2ccc(F)cc2Cl)nn1,.,17,-8
O=C(Cn1nc(-c2ccccc2)c2ccccc2c1=O)Nc1ccccn1,-4,6,0
Cc1cccc(CN2CCCC3(CCN(C(=O)CCc4scnc4C)C3)C2)c1 (centres undefined),.,15,-7
N#CCCCSc1ncc(-c2ccccc2)c(-c2ccccc2)n1,.,13,-10
CCCCn1nc(NC(=O)C(C)C)c2cc3cc(OC)ccc3nc21,.,-2,-7
Cc1ccc(C)c(NC(=O)COC(=O)c2cccc(S(=O)(=O)N3CCCC3)c2)c1,-9,-4,1

Going on with the list:
canonical_smiles,mcGAS lum,NPYLR7 ag,hcGAS lum
Cc1cc(C)n(-c2nc(C)c(C)c(=O)n2CC(=O)Nc2cccc([N+](=O)[O-])c2)n1,-8,-1,-13
CC(C)Cn1c(N)c(C(=O)COC(=O)Cc2ccc(Cl)cc2Cl)c(=O)n(C)c1=O,-3,-3,-5
CCNC(=O)C1(NS(=O)(=O)c2c(C)c(C)c(C)c(C)c2C)CCCCC1,-15,17,-7
COc1ccc(C(=O)Oc2coc(CSc3nc(C)cc(C)n3)cc2=O)cc1OC,-7,-14,-4
CC(C)CN(Cc1cccn1Cc1ccccc1Cl)C(=O)CN(CC(C)C)C(=O)c1cc(Cl)cc(Cl)c1,-7,1,-18
Cc1noc(C)c1CN(C)Cc1cc2n(n1)CCNC2,.,5,-5

Not a hit list (roughly 0.27% active in at least one column).
